TRHR agonist: TRH receptor (human) agonism; 360,000 compounds, 0.18% hits; activation, % at 2 µM; TRHR cells, calcium flux fluo-8, FDSS agonist mode; P34981; note: 0% is about no effect
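TRHR-expressing cells loaded with fluo-8 calcium dye; 23 nL library compound pin-transferred, kinetic FDSS fluorescence (Ex 480/Em 530) recorded about 180 s for agonist-induced calcium release, before a 10 nM TRH EC20 addition for potentiator mode.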
D1 antagonist: human D1 dopamine receptor antagonism. HEK293 TREx D1 cells, calcium flux, dopamine EC80; stronger effect = lower value. AID 504652. P21728. 360,000 compounds, 3.2% hits. activity change, negative = inhibition, % at 10 µM; in the data active = activity change below about -30%; note: % is set by controls: 0 for no effect and ±100 for the full control effect
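Tetracycline-induced HEK293 Trex D1 cells, force-coupled to calcium, dye-loaded; compounds added and read 180 s, then EC80 dopamine added and calcium flux tracked kinetically another 180 s.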
D1 PAM: enhances dopamine response at the human D1 receptor; P21728; HEK293 TREx D1 cells, calcium flux, dopamine EC20 potentiation; potentiation, % at 10 µM; 360,000 compounds, 0.036% hits; in the data active = potentiation above about 30%; note: 0% is about no effect
TRHR enhancer: TRH receptor (human) allosteric enhancement; P34981; TRHR cells, fluo-8 calcium fluorescence, EC20 TRH enhancement; enhancement, % at 2 µM; 360,000 compounds, 0.66% hits; in the data active = enhancement above about 30%; note: 0% is about no effect
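Enhancer read-out: after compound pinning and an initial kinetic agonist-mode read, an EC20 of TRH (10 nM final) was injected and fluo-8 calcium signal (Ex 480/Em 530) followed at 1 s/cycle for 100 cycles in TRHR-expressing cells.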
D2 potentiator: D2 dopamine receptor (human) potentiation; P14416; HEK293 T-REx D2, calcium flux, EC20 dopamine potentiation; potentiation, % at 10 µM; 340,000 compounds, 0.34% hits;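 active = potentiation over 3 SD above the plate norm, cut at about 30% in these data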; note: 0% is about no effect
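Potentiation of an EC20 dopamine calcium response is measured in a force-coupled, tetracycline-inducible Hek293 Trex D2 line. Compound-only kinetic reads over 180 s flag agonists before dopamine addition.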
D2 antagonist: antagonizes the human D2 dopamine receptor; P14416; HEK293 TREx D2 cells, calcium flux, dopamine EC80; inhibition, % at 10 µM; 340,000 compounds, 2% hits; AID 485344; in the data active = inhibition above about 30%; note: 0% is about no effect
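In this primary screen, negative modulation is detected by tracking calcium flux after an EC80 dopamine challenge in inducible HEK293 T-REx D2 cells preexposed to test compound for 180 s.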
D1 ag: human D1 receptor agonism; P21728; HEK293 T-REx D1 cells, calcium flux, agonist mode; activation, % at 2 µM; 360,000 compounds, 1% hits; AID 504660; note: 0% is about no effect
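Inducible HEK293 T-REx D1 cells, force-coupled to calcium signalling, were plated at 4000 cells/well with tetracycline and held overnight at 30 C. After no-wash calcium dye loading, compound-evoked calcium rise over 180 s flagged agonists.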
D2 agonist: activates the human D2 dopamine receptor; HEK293 T-REx D2 cells, calcium flux agonist mode; activation, % at 2 µM; 340,000 compounds, 0.53% hits; P14416; AID 485358;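 active = activation over 3 SD above normal in the single-dose calcium agonist read, cut at about 30% in these data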; note: 0% is about no effect
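In this primary screen, compounds producing a positive calcium signal within 180 s of addition to tetracycline-induced, force-coupled HEK293 Trex D2 cells are flagged; cells are dye-loaded with a no-wash calcium kit beforehand.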
RXFP1 antag: antagonists of human relaxin receptor RXFP1; Q9HBX9; AID 1259400; activity change, negative = inhibition, % at 57.5 µM; HEK293-RXFP1, relaxin-stimulated cAMP HTRF, 30 min; stronger effect = lower value; 350,000 compounds, 0.59% hits;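 active = activity change of -60% or lower, but not beyond a set lower limit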; note: % is set by controls: 0 for no effect and ±100 for the full control effect
Target sequence (Q9HBX9 whole entry, looked up): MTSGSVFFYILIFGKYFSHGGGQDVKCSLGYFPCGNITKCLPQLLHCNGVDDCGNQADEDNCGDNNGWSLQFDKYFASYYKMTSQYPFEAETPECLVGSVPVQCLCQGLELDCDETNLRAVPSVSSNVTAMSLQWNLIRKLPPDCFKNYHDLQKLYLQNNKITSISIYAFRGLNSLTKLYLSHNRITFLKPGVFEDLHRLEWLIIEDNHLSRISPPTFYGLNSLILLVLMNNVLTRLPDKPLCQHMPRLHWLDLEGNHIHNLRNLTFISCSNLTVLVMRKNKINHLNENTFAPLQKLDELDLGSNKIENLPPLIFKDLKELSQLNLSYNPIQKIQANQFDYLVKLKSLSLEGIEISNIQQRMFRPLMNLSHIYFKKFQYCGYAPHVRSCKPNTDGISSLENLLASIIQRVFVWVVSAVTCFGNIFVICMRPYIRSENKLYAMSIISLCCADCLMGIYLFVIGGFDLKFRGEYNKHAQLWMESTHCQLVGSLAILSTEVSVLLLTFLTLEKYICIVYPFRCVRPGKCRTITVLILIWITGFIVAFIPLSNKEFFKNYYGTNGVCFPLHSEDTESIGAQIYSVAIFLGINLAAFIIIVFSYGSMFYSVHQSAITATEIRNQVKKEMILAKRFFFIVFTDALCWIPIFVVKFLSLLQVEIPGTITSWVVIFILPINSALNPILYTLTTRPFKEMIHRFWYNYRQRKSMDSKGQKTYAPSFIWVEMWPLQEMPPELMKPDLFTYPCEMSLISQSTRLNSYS
* marks the source's active call; other numbers are inactive results; · = not tested or not shown. Cut-off read from the data, not from the text of the source, unless noted: active = activation above about 30%; inactive = the rest.

[1] COc1cccc(C2c3[nH]c4ccccc4c3C[C@H]3C(=O)N(c4ccccc4C(=O)N4CCCC4C(=O)O)C(=O)N23)c1 (stereo partly drawn)
[2] CC1(O)CC(=O)N(c2ccccc2)O1 (stereo not drawn)
[3] NC(=O)Cc1ncc(C(F)(F)F)cc1Cl
[4] CCOC(=O)c1sc(-c2ccc(Br)cc2)cc1N
[5] Cc1ccc2cc(CN(C(=O)c3ccco3)c3cccc(C)c3C)c(=O)[nH]c2c1
[6] CCCNC(=O)Nc1nnc(C2CC2)s1
[7] COc1ccc(CNC(=O)CSc2c3c(nc4ccc(Cl)cc24)CCCC3)cc1
[8] O=C(NCCCN1CCOCC1)c1cc2cc(Br)ccc2oc1=O

Screen / compound no.,1,2,3,4,5,6,7,8
TRHR agonist,-0.9,0.3,1.3,0.1,0.1,-0.2,-0.8,-0.2
D1 antagonist,-8,-9,5,-5,6,-7,-11,-9
D1 PAM,1,-5,-4,0,-2,6,2,-7
TRHR enhancer,-5,-2,-14,-1,5,-1,-3,2
D2 potentiator,11,-1,-4,-2,12,5,-3,-8
D2 antagonist,-15,-8,-4,-15,-25,1,·,8
D1 ag,3,2,0,3,2,2,1,4
D2 agonist,0.5,0.3,0.7,0.0,-0.6,0.2,-0.2,-0.4
RXFP1 antag,·,-4,7,-29,-23,6,11,1

[9] CCn1c(-c2cccnc2Cl)nc2cc(C)c(C)cc21
[10] COC(=O)CCN(C(=O)c1cc(OC)c(OC)c(OC)c1)c1ccccn1
[11] Cc1ccc(OCCCCN2CCCCC2)c(C)c1
[12] NC(=O)COC(=O)c1ccc(C(=O)C(=O)c2ccccc2)cc1
[13] Cc1csc(NC(=O)Nc2cccc(Cl)c2)n1
[14] Cc1ccc(CNC(=O)COc2ccc(S(=O)(=O)NC(C)C)cc2)cc1
[15] O=c1cc(-c2cccc([N+](=O)[O-])c2)[nH][nH]1
[16] Cc1cc(NC(=O)c2ccc(Cn3cc([N+](=O)[O-])cn3)o2)no1

Screen / compound no.,9,10,11,12,13,14,15,16
TRHR agonist,0.4,0.6,0.5,0.7,0.1,-0.8,0.0,-0.7
D1 antagonist,4,1,-2,-5,-6,-4,-9,-1
D1 PAM,-5,-2,1,2,-5,-2,-2,4
TRHR enhancer,-7,-2,17,-2,-4,-2,3,-1
D2 potentiator,0,-2,-1,-1,-7,-7,-2,·
D2 antagonist,3,17,-17,10,-23,7,-2,·
D1 ag,0,-1,5,16,6,0,0,4
D2 agonist,-0.5,0.3,0.8,-0.4,1.1,-0.6,-0.8,·
RXFP1 antag,-22,-9,3,5,-14,-5,3,10

[17] CCN(CC)CCSc1nnc2c3cc(F)ccc3n(Cc3ccccc3)c2n1
[18] COc1ccc(C2CC(=O)N(Cc3ccc(F)cc3)c3ccccc3S2)cc1OC (stereo not drawn)
[19] COc1ccc(N2C(=O)CCC(C(=O)NCc3ccccn3)C2c2ccc(OC)c(OC)c2)cc1 (stereo not drawn)
[20] O=C1CC(NCC2CCCO2)C(=O)N1c1ccc(Cl)cc1 (stereo not drawn)
[21] COc1ccc(OC)c(NC(=O)CSc2nc3ccccc3c3nc4ccccc4n23)c1
[22] O=C(NCC1CCCO1)/C(=C/c1ccccc1F)NC(=O)c1ccccc1 (stereo not drawn)
[23] CCOc1ccc(N=Nc2c(C)noc2C)cc1
[24] COc1ccc(C2C(C(=O)N3CCN(c4ccccn4)CC3)CCC(=O)N2c2ccc(OC)cc2)cc1 (stereo not drawn)

Screen / compound no.,17,18,19,20,21,22,23,24
TRHR agonist,-0.2,0.0,-0.7,0.3,-0.1,0.8,-0.1,0.1
D1 antagonist,-1,4,10,-3,0,-24,-3,-3
D1 PAM,3,-4,6,0,-2,-2,-13,-4
TRHR enhancer,5,-6,17,5,3,5,2,9
D2 potentiator,-18,7,·,-2,-8,7,-4,4
D2 antagonist,-27,·,-6,9,8,20,-11,8
D1 ag,1,2,2,0,5,-1,0,8
D2 agonist,-1.8,-0.6,-0.4,-0.2,0.8,1.4,-0.3,1.9
RXFP1 antag,-5,·,0,5,·,13,8,8

[25] COc1cccc(/C=N/NC(=O)c2cnccn2)c1O
[26] CC(=O)Nc1ccc(NC(=O)C(C)n2nc(C)c([N+](=O)[O-])c2C)cc1 (stereo not drawn)
[27] COc1ccc(C(=O)N/C(=C\c2ccccc2)C(=O)NC(CCSC)C(=O)O)cc1 (stereo not drawn)
[28] Cc1ccc(S(=O)(=O)c2cnc(SCC(=O)Nc3cccc(Cl)c3)nc2N)cc1C
[29] O=C(c1ccco1)N1CCCN(Cc2nc(-c3ccc4c(c3)OCO4)no2)CC1
[30] CCOc1ccc(-c2cc(C(=O)NCCc3ccc(C)cc3)c3ccccc3n2)cc1
[31] CCOC(=O)c1c(NC(=O)c2cc(C)oc2C)sc(C(=O)Nc2ccc(Cl)cc2)c1C
[32] COc1ccc(CC(=O)Nc2cc(-c3cn4cccnc4n3)ccc2C)cc1OC

Screen / compound no.,25,26,27,28,29,30,31,32
TRHR agonist,0.1,0.2,0.0,-0.7,-0.6,1.1,-0.2,0.0
D1 antagonist,-3,·,-2,-3,7,0,8,-2
D1 PAM,5,1,-1,0,-5,3,7,-4
TRHR enhancer,6,3,-6,0,-20,-9,7,-1
D2 potentiator,10,2,5,11,9,17,2,10
D2 antagonist,3,2,-18,·,-14,·,2,·
D1 ag,-1,-1,0,11,5,-1,1,0
D2 agonist,0.7,-0.8,0.3,-0.6,1.2,-0.4,-0.8,·
RXFP1 antag,15,-9,13,0,-4,·,1,9

[33] O=C(CCc1nnc2n(Cc3ccc(Cl)cc3)c(=O)c3ccccc3n12)N1CCN(c2ccccn2)CC1
[34] CC(C)(C)C(=O)N1c2ccccc2CCc2ccccc21
[35] c1ccn2c(SCc3ccc4c(c3)OCCO4)nnc2c1
[36] Cn1cc(S(=O)(=O)c2ccc(Cl)cc2)c(=O)c2cc(F)c(N3CCOCC3)cc21
[37] O=c1c2cc(N3CCOCC3)ccc2[nH]c(=S)n1Cc1ccc(Cl)cc1
[38] CC(C)NS(=O)(=O)c1ccc(OCC(=O)NCc2ccccc2)cc1
[39] COc1ccc(S(=O)(=O)N2CCCCCC2)cc1C(=O)N(C)CC(=O)Nc1ccccc1C(F)(F)F
[40] CCC[C@H]1CCCC/C=C\CCCC(=O)OCCN1C(=O)OC(C)(C)C

Screen / compound no.,33,34,35,36,37,38,39,40
TRHR agonist,-1.0,-0.8,1.1,0.1,0.3,-0.5,-0.1,0.1
D1 antagonist,1,13,-1,-7,-11,8,5,0
D1 PAM,-6,4,-8,0,-5,-6,·,-2
TRHR enhancer,-9,-6,5,6,1,2,-8,-3
D2 potentiator,-2,4,8,-2,12,6,6,-3
D2 antagonist,-19,9,-5,·,10,5,21,-6
D1 ag,3,2,4,-2,3,3,2,0
D2 agonist,-0.5,-0.9,-0.4,0.9,0.1,0.4,0.3,-0.4
RXFP1 antag,11,-10,·,-12,-17,4,-15,·

Arranged by molecular weight (high to low): part of the list above
[1] COc1cccc(C2c3[nH]c4ccccc4c3C[C@H]3C(=O)N(c4ccccc4C(=O)N4CCCC4C(=O)O)C(=O)N23)c1 (stereo partly drawn)
[24] COc1ccc(C2C(C(=O)N3CCN(c4ccccn4)CC3)CCC(=O)N2c2ccc(OC)cc2)cc1 (stereo not drawn)
[31] CCOC(=O)c1c(NC(=O)c2cc(C)oc2C)sc(C(=O)Nc2ccc(Cl)cc2)c1C
[17] CCN(CC)CCSc1nnc2c3cc(F)ccc3n(Cc3ccccc3)c2n1
[29] O=C(c1ccco1)N1CCCN(Cc2nc(-c3ccc4c(c3)OCO4)no2)CC1
[37] O=c1c2cc(N3CCOCC3)ccc2[nH]c(=S)n1Cc1ccc(Cl)cc1
[5] Cc1ccc2cc(CN(C(=O)c3ccco3)c3cccc(C)c3C)c(=O)[nH]c2c1
[40] CCC[C@H]1CCCC/C=C\CCCC(=O)OCCN1C(=O)OC(C)(C)C
[12] NC(=O)COC(=O)c1ccc(C(=O)C(=O)c2ccccc2)cc1
[13] Cc1csc(NC(=O)Nc2cccc(Cl)c2)n1

Screen / compound no.,1,24,31,17,29,37,5,40,12,13
TRHR agonist,-0.9,0.1,-0.2,-0.2,-0.6,0.3,0.1,0.1,0.7,0.1
D1 antagonist,-8,-3,8,-1,7,-11,6,0,-5,-6
D1 PAM,1,-4,7,3,-5,-5,-2,-2,2,-5
TRHR enhancer,-5,9,7,5,-20,1,5,-3,-2,-4
D2 potentiator,11,4,2,-18,9,12,12,-3,-1,-7
D2 antagonist,-15,8,2,-27,-14,10,-25,-6,10,-23
D1 ag,3,8,1,1,5,3,2,0,16,6
D2 agonist,0.5,1.9,-0.8,-1.8,1.2,0.1,-0.6,-0.4,-0.4,1.1
RXFP1 antag,·,8,1,-5,-4,-17,-23,·,5,-14

[11] Cc1ccc(OCCCCN2CCCCC2)c(C)c1
[3] NC(=O)Cc1ncc(C(F)(F)F)cc1Cl

Screen / compound no.,11,3
TRHR agonist,0.5,1.3
D1 antagonist,-2,5
D1 PAM,1,-4
TRHR enhancer,17,-14
D2 potentiator,-1,-4
D2 antagonist,-17,-4
D1 ag,5,0
D2 agonist,0.8,0.7
RXFP1 antag,3,7

Source: PubChem
